From PubChem
TROY NFkB inh: TROY signaling inhibition | AID 1347056 | 0.98% of 360,000 active | Q293 LMP1-TROYcd NF-kB luciferase reporter, 4 h | inhibition, % at 10 µM;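 active means compounds whose plate-normalised and pattern-corrected inhibition of the luciferase reporter signal at the single screening dose is 50% or more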
TRAIL sens C8: caspase-8 TRAIL sensitization. NB7+C8 cells + TRAIL, ATPlite viability luminescence. inhibition (viability loss, TRAIL sensitization), % at 10 µM. 1% of 360,000 active;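 active means compounds causing at least 50% loss of cell viability in the single-dose screen, relative to plate controls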
NOD2 RIPK2 PPI: inhibitors of human NOD2-RIPK2 interaction. 0.38% of 360,000 active. AID 624267. inhibition, % at 4.98 µM. CHO BLA complementation NOD2-RIPK2, CCF4 ratio; in the data active means inhibition above about 21%;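 further: 0% = vehicle only and 100% = reference blocker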
TLR9-MyD88 block: blocks human TLR9 binding to MyD88; CHO BLA complementation TLR9-MyD88, CCF4 FRET ratio; inhibition, % at 4.98 µM; 0.21% of 340,000 active; AID 504734;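 active means inhibition above the mean over all tested compounds plus 3 SD, cut at about 21% in these data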;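 further: 0% = DMSO only wells and 100% = clavulanate BLA inhibitor control wells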
NCOA3 inh: inhibits human SRC3 coactivator. HEK293 GAL4-SRC3 luciferase reporter, luminescence. inhibition, % at 3.6 µM. 0.17% of 360,000 active;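 active means inhibition above a per-campaign cutoff, the mean of all compounds plus 3 SD, cut at about 60% in these data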;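 further: 0% = DMSO-treated cells and 100% = gossypol-treated cells at 36 µM; higher means less SRC3-driven luciferase light from the GAL4 reporter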
Vif imaging: inhibitors of HIV Vif. HEK293T cells, Vif self-association by quenched fluorescence, imaging, 24 h. inhibition, % at 7.49 µM. AID 602346. 0.35% of 340,000 active; in the data active means inhibition above about 50%, passing the limit was not always enough; further: some results filed as inactive read as strong as hits
COUP-TFII inh: blocks human COUP-TFII nuclear receptor; 0.7% of 370,000 active; HEK293T NGFI-A luciferase reporter, luminescence; P24468; inhibition, % at 8.6 µM;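 active means inhibition above a per-plate cutoff, mean inhibition of test wells between control levels plus 3 SD, cut at about 38% in these data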;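 further: cells cotransfected with COUP-TFII expression vector driving the NGFI-A reporter; 0% = median of COUP-TF2 test wells and 100% = reporter-only cells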
Target sequence (P24468 whole entry, looked up): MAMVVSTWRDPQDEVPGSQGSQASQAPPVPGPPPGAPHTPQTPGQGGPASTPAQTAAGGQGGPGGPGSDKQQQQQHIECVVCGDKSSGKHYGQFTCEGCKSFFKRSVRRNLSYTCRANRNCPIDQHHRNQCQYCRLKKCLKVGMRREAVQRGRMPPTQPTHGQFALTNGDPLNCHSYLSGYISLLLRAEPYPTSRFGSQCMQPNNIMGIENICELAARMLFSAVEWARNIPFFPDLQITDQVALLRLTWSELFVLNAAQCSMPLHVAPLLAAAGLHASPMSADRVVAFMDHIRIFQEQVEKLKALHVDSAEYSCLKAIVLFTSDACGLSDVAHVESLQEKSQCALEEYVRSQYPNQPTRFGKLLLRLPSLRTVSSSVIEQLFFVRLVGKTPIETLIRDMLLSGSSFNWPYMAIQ
SRC2 inh: inhibits human steroid receptor coactivator 2; inhibition, % at 9 µM; HEK293 GAL4-SRC2 luciferase reporter, luminescence; Q15596; 0.17% of 370,000 active;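 active means inhibition above the mean inhibition of all tested compounds plus 3 SD, set per campaign, cut at about 52% in these data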;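 further: 0% = DMSO treated cells and 100% = cells given Gossypol at 36 µM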
LRH-1 inv ag: inverse agonists of human LRH-1 (NR5A2); inhibition, % at 3.6 µM; O00482; HEK293T StAR-luciferase reporter, LRH-1 transfected, 24 h; 0.13% of 360,000 active;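 active means inhibition above the mean inhibition of all tested compounds plus 3 SD, cut at about 73% in these data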;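 further: 0% = DMSO wells and 100% = reporter-only cells lacking LRH-1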
Target sequence (O00482 whole entry, looked up): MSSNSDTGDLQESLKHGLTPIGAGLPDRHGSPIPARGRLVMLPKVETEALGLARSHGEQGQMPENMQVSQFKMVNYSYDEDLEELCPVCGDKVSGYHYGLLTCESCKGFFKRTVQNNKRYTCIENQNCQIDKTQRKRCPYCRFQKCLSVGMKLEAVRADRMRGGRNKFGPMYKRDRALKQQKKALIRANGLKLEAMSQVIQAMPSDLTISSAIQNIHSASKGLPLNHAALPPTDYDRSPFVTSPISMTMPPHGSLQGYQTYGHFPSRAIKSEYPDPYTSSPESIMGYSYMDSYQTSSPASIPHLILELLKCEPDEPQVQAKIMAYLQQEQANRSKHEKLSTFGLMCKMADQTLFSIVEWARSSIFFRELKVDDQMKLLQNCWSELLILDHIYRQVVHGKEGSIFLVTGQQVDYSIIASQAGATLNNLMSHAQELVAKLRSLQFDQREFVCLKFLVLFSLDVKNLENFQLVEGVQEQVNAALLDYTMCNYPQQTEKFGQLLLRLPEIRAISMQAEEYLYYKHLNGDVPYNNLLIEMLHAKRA
NCOA1 inh: human NCOA1 inhibition. HEK293 GAL4-SRC1 luciferase reporter, luminescence. inhibition, % at 3.6 µM. 0.12% of 360,000 active;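 active means inhibition above the campaign mean plus 3 SD, with each screening campaign given its own cutoff, cut at about 60% in these data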;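 further: 0% = DMSO treated cells and 100% = gossypol at 36 µM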
LMP1 NFkB inh: reduces LMP1-driven NF-kappaB luciferase signal; LMP1-induced NF-kappaB luciferase reporter cells, luminescence; inhibition, % at 12.5 µM; 0.69% of 350,000 active; AID 504558; in the data active means inhibition above about 41%;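 further: 0% = neutral control wells and 100% = reference inhibitor control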
The depositor's hits bear a star; / = not tested or not shown. Only part of the results is shown, so the mix of outcomes need not match the whole.

Every second line gives: TROY NFkB inh	TRAIL sens C8	NOD2 RIPK2 PPI	TLR9-MyD88 block	NCOA3 inh	Vif imaging	COUP-TFII inh	SRC2 inh	LRH-1 inv ag	NCOA1 inh	LMP1 NFkB inh
- O=C(Nc1ccccc1)N1CCN(CCc2ccccc2)CC1
 : -9	21	-1	-7	14	1	-6	0	5	-19	3
- CCC(=O)Nc1cccc(NC(=S)NC(=O)c2cccc(C)c2)c1
 : -42	-31	2	-11	-39	-11	-15	-30	-96	-78	-29
- CCc1ccc(Nc2nc3ccccc3c(=O)s2)cc1
 : -7	-1	-1	0	-9	-4	-2	-19	0	-22	15
- Cc1ccc2nc(-c3cccc(S(=O)(=O)N4CCCC4)c3)cn2c1
 : -9	22	8	10	-30	-3	-4	-8	-12	-12	-8
- COc1cc(OC)cc(N(C(=O)c2ccco2)C(C(=O)NC2CCCC2)c2ccc(N(C)C)cc2)c1 (centres undefined)
 : /	-11	4	3	11	-9	15	5	-5	6	-10
- Cc1cccc(NC(=O)N2C3CCCC2CC(NC(=O)C(C)(C)C)C3)c1 (centres undefined)
 : 2	-11	8	-12	5	-4	5	-33	-8	3	-5
- COc1cc(NC(=O)c2cnc(NCc3ccccc3)nc2C)cc(OC)c1OC
 : 7	3	4	2	9	-6	16	-34	17	10	8
- [O-]C(=C(C(=S)Nc1cccc2ccccc12)[n+]1cccc(CO)c1)c1ccc(Cl)s1
 : 11	-7	-1	-5	-6	-4	2	-2	-2	-1	-6
- Cc1ccc(Oc2nc3c(C)cccn3c(=O)c2/C=C(\C#N)C(N)=O)cc1
 : -1	-15	2	1	1	-16	-7	-11	7	-14	10
- COc1ccc(NC(=S)NC(=O)c2ccc(Br)o2)cc1
 : -83	0	-3	-1	-74	-13	-32	-19	-104	-67	-19
- COc1ccc(NC(=O)CN(C)C(=O)c2ccc3ccccc3c2)cc1
 : -17	5	-6	-5	13	26	-4	3	14	8	-6
- Nc1cc(S(=O)(=O)N2CCOCC2)ccc1Oc1ccc(F)cc1
 : 22	-5	-8	-8	23	-12	17	1	16	-19	6
- O=C(Cn1ncc2c3ccccc3n(Cc3cccc(Cl)c3)c2c1=O)NCC1CCCO1 (centres undefined)
 : -18	-14	1	3	1	0	8	-27	2	-5	-4
- CN(C)/C=C1\C(=O)NN=C1c1ccccc1
 : -7	-2	-9	2	11	9	-3	19	-2	-18	1
- CC1CCN(C(=O)COC(=O)c2cccs2)CC1
 : 3	12	5	-3	-149	30	-29	-46	-86	-76	-12
- NC(N)=N/N=C/c1cc([N+](=O)[O-])ccc1O
 : -33	-2	6	-5	2	-2	-11	-32	19	10	1
- CCCc1cc(-c2nc(N)ncc2-c2csc(C)n2)c(O)cc1OC
 : 8	-2	-6	-26	13	-5	5	0	-12	1	2
- COC(=O)C(CCSC)NC(=O)CNC(=O)C1CCCCC1 (centres undefined)
 : -20	-1	-10	1	5	14	-4	8	-12	10	5
- CCC(C)NC(=O)CCn1c(-c2ccc(F)cc2)cc(C(C)=O)c1C (centres undefined)
 : -8	-3	4	1	5	0	-10	6	21	19	-16
- CCOc1cc(/C=N/Nc2nc3ccccc3[nH]2)cc(Br)c1OCC(=O)N(C)C
 : 21	14	-12	-2	24	-21	18	-2	-6	27	2
- COc1ccc(-c2cc(=Nc3ccc(C(=O)O)cc3)c3cc(C)ccc3o2)cc1
 : -17	47	0	-4	-58	-5	-57	-59	-173	-96	-15
- CN1CCCC(OC(=O)c2cc(Cl)ccc2Cl)C1 (centres undefined)
 : 10	-3	8	-98	15	-2	3	-7	-20	5	-7
- CCOC(=O)N1CCN(C(=O)C2CCN(S(=O)(=O)c3ccc(Cl)cc3)CC2)CC1
 : 11	7	-12	7	-12	-13	-2	5	0	2	-2
- Cc1nn(Cc2ccc(F)cc2)c(Cl)c1/C=N/NC(=O)c1ccccc1
 : -23	12	-10	6	14	-3	-25	-33	-32	-21	-14
- COc1ccc(-c2cc(=O)oc3c(C)c(OC(C)C(=O)NCc4ccccn4)ccc23)cc1 (centres undefined)
 : 1	-2	-1	-25	-1	3	6	11	-14	-7	7
- CCC(=O)NCCCc1nc2ccccc2n1Cc1ccccc1F
 : -1	0	-3	-3	-5	13	1	1	3	2	-23
- CCC(C)NC(=O)NCc1ccccc1F (centres undefined)
 : 19	-4	-3	-10	-15	7	-2	3	-5	-7	-1
- CC1(C(=O)NS(=O)(=O)C2CC2)CCN(C(=O)c2cccc(Cl)c2)C1 (centres undefined)
 : -2	-10	-10	/	-13	-6	0	-16	-11	-6	/
- O=C1CCCN1CCCN=c1c([N+](=O)[O-])nn(-c2ccc(Cl)cc2)n1O
 : -11	4	1	0	-8	36	-9	-27	1	-17	-9
- Cc1cccc(S(=O)(=O)NC(=O)C2(C)CCN2C(=O)CCC2CCCC2)c1 (centres undefined)
 : 6	-17	-13	/	2	-11	9	-5	13	3	/

Results in SRC2 inh, for some of the entries so far:
Molecule	SRC2 inh
CCC(C)NC(=O)CCn1c(-c2ccc(F)cc2)cc(C(C)=O)c1C (centres undefined)	6
CCC(=O)Nc1cccc(NC(=S)NC(=O)c2cccc(C)c2)c1	-30
Cc1cccc(S(=O)(=O)NC(=O)C2(C)CCN2C(=O)CCC2CCCC2)c1 (centres undefined)	-5
O=C1CCCN1CCCN=c1c([N+](=O)[O-])nn(-c2ccc(Cl)cc2)n1O	-27
CCc1ccc(Nc2nc3ccccc3c(=O)s2)cc1	-19

In another format: results already given.
SMILES | TROY NFkB inh | TRAIL sens C8 | NOD2 RIPK2 PPI | TLR9-MyD88 block | NCOA3 inh | Vif imaging | COUP-TFII inh | SRC2 inh | LRH-1 inv ag | NCOA1 inh | LMP1 NFkB inh
Cc1cccc(NC(=O)N2C3CCCC2CC(NC(=O)C(C)(C)C)C3)c1 (centres undefined) | 2 | -11 | 8 | -12 | 5 | -4 | 5 | -33 | -8 | 3 | -5
COc1cc(NC(=O)c2cnc(NCc3ccccc3)nc2C)cc(OC)c1OC | 7 | 3 | 4 | 2 | 9 | -6 | 16 | -34 | 17 | 10 | 8
[O-]C(=C(C(=S)Nc1cccc2ccccc12)[n+]1cccc(CO)c1)c1ccc(Cl)s1 | 11 | -7 | -1 | -5 | -6 | -4 | 2 | -2 | -2 | -1 | -6
Cc1ccc(Oc2nc3c(C)cccn3c(=O)c2/C=C(\C#N)C(N)=O)cc1 | -1 | -15 | 2 | 1 | 1 | -16 | -7 | -11 | 7 | -14 | 10

Next structures follow.
Every second line gives: TROY NFkB inh	TRAIL sens C8	NOD2 RIPK2 PPI	TLR9-MyD88 block	NCOA3 inh	Vif imaging	COUP-TFII inh	SRC2 inh	LRH-1 inv ag	NCOA1 inh	LMP1 NFkB inh
- CCc1nc2c(OCc3ccc(C(F)(F)F)cc3)cccn2c1N(C)C(C)=O
 : 14	1	-6	/	7	-5	-7	16	-2	-13	/
- O=C(CN1CCN(S(=O)(=O)c2ccccc2)CC1)Nc1ccc(Cl)c(Cl)c1
 : 16	3	-3	-2	-6	-11	21	-4	-11	2	-14
- Cn1c(=O)oc2cc(S(=O)(=O)N3CCCCC3)ccc21
 : -15	4	-4	1	-2	8	13	3	1	-16	-1
- O=C(O)COc1ccc(Br)cc1/C=N\Nc1ccccn1
 : 0	-3	0	-6	-16	1	/	/	-2	-8	5
- CC(=O)c1ccc(S(=O)(=O)N2CCn3cccc3C2C)cc1 (centres undefined)
 : 8	7	-4	-2	-24	8	7	-26	-9	13	0
- CC12CCC(C(=O)NNc3ccc([N+](=O)[O-])cc3)(CC1=O)C2(C)C (centres undefined)
 : 11	-5	4	12	11	3	-5	-19	16	6	1
- N#CC1C(=N)Cc2ccccc2-c2ccccc21 (centres undefined)
 : 17	3	5	6	8	9	-9	-13	13	6	-5
- CCC(C)NC(=O)C1=C(C)C(=O)OC12CCC(C)CC2 (centres undefined)
 : 6	-5	6	1	1	1	9	-6	-5	4	0
- CC(C)CN(C(=O)CCNC(=O)c1ccccc1Cl)C1CCS(=O)(=O)C1 (centres undefined)
 : 18	-8	-1	5	7	8	-5	-25	6	-10	-6
- O=C(O)CSc1ncnc2sc(-c3ccccc3)cc12
 : -5	15	-2	2	11	-5	8	4	-8	8	-7
- Cn1cccc1-c1nc2ccc(NC(=O)c3ccccc3)cc2[nH]1
 : 8	24	7	3	-18	-4	-43	-33	-43	-5	-10
- O=C(O)c1ccccc1C(=O)Nc1ccc(Br)c2cccnc12
 : -13	-11	-11	-2	5	1	-13	-14	14	-6	-13
- COC(=O)c1c(S(=O)(=O)NCc2ccccc2)sc(C(=O)O)c1C
 : 10	-6	-6	1	2	5	2	0	4	-6	-8
- N=c1n(Cc2ccccc2)c2ccccc2n1CC(O)COc1ccc(Cl)cc1Cl (centres undefined)
 : 60*	19	14	12	16	-1	-3	-6	-1	-22	-13
- CC(=O)c1ccc(NS(=O)(=O)c2c(C)cc(C)cc2C)cc1
 : -16	5	-13	-8	-32	5	-35	-8	-50	-39	-11
- O=C(COC(=O)c1ccc(-n2cnnn2)cc1)Nc1cc(Cl)ccc1F
 : 11	-14	1	1	-4	3	8	30	11	-1	1
- CCC[C@@H](CN1CCC[C@H]1CN1C(N)=NC[C@H]1C(C)C)N1C[C@@H]([C@H](C)CC)N(CCCC2CCCC2)C1=N
 : -9	-12	5	0	5	/	-9	5	9	5	-6
